Gli-Sufu block: blocks Gli-Sufu signaling in a luciferase reporter; Sufu-KO-LIGHT fibroblasts, Gli luciferase reporter luminescence; inhibition, % at 5 µM; actives 0.74% (n = 340,000);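 active means inhibition above about 55%, limit read from the data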;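 further: 0% = DMSO-treated cells and 100% = wells with medium but no cells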
CCR6 antagonist: antagonists of human CCR6 receptor. inhibition, % at 20 µM. actives 0.49% (n = 340,000). AID 493098. CHO-K1 CCR6 PathHunter beta-arrestin, luminescence, CCL20-stimulated. P51684;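 active means compounds whose inhibition of the agonist-driven luminescence signal at 20 µM reaches about 50%, limit read from the data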;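 further: cells stimulated with CCL20 at 14 nM final; plate controls were DMSO with CCL20 for no effect and DMSO without agonist for full effect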
Target sequence (P51684 whole entry, looked up): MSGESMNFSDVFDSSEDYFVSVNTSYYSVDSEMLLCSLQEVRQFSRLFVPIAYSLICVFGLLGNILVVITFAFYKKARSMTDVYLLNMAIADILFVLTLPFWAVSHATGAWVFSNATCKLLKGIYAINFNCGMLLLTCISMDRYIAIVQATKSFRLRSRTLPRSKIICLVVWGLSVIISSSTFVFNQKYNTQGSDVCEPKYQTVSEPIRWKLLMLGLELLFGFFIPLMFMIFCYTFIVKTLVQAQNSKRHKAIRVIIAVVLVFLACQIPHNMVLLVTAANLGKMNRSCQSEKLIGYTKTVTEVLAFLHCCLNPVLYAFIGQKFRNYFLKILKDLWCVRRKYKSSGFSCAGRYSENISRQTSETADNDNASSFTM
UBC13 inh: blocks human UBC13 polyubiquitin chain formation | P61088 | TR-FRET | inhibition, % at 20 µM | actives 0.47% (n = 330,000); in the data active means inhibition above about 45%, passing the limit was not always enough
Target sequence (P61088 whole entry, looked up): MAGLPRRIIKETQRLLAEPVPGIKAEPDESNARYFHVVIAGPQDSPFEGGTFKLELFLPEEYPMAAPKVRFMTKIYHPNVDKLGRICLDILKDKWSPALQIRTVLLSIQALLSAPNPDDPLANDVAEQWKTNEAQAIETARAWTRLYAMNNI
EBI2 antag: EBI2 (human) antagonism. inhibition, % at 5 µM. EBI2 beta-arrestin recruitment, luminescence, 7a,25-OHC stimulated. P32249. actives 0.81% (n = 360,000). AID 651636; in the data active means inhibition above about 38%;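 further: enzyme fragment complementation signal reports receptor beta-arrestin coupling in cells; 0% = agonist plus DMSO wells and 100% = wells without agonist; some results beyond the cut were filed as inactive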
ATG4B inh: ATG4B (human) cysteine protease inhibition; Q9Y4P1; ATG4B cleavage of LC3-PLA2, NBD-HPC fluorescence, 1 h; inhibition, % at 8.33 µM; actives 0.51% (n = 340,000); AID 504462; in the data active means inhibition above about 40%
Target sequence (Q9Y4P1 whole entry, looked up): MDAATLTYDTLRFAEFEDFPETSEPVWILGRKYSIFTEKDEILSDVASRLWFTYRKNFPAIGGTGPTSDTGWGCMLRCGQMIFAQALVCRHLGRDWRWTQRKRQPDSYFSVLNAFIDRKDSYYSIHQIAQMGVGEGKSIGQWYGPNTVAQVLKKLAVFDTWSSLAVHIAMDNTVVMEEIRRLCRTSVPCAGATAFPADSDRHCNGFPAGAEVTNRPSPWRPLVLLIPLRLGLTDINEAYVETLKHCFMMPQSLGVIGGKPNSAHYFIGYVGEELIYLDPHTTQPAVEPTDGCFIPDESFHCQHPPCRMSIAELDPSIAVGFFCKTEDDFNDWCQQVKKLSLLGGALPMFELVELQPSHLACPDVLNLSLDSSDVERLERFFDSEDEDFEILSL
APJ antag: APJ receptor antagonism; P35414; CHO-K1 APJ beta-arrestin complementation, luminescence; actives 0.32% (n = 330,000); inhibition, % at 20 µM;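 active means inhibition above about 40% at 20 µM, limit read from the data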;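 further: cells challenged with 10 nM apelin-13 agonist together with compound; plate controls were apelin-13 plus DMSO wells for no effect and DMSO wells lacking apelin-13 for full effect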
CXCR6 inh: blocks human CXCR6 beta-arrestin recruitment; AID 602244; actives 0.36% (n = 360,000); inhibition, % at 20 µM; CHO-K1 PathHunter CXCR6 beta-arrestin, luminescence; O00574; in the data active means inhibition above about 34%, passing the limit was not always enough;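 further: antagonist mode with CXCL16 agonist at 10 nM final; 0% = 10 nM CXCL16 with DMSO and 100% = unstimulated wells without agonist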
APJ agonist: APJ receptor agonism | AID 2520 | activation, % at 20 µM | CHO-K1 APJ PathHunter beta-arrestin, luminescence; 0% DMSO wells, 100% apelin | actives 0.11% (n = 330,000) | P35414;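 active means activation more than six SD over the plate average, tested at 20 µM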;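 further: 0% = DMSO alone and 100% = apelin-13 at 10 nM; some results filed as inactive read as strong as hits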
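system = engineered CHO-K1 APJ arrestin reporter cells | input = 1000 cells per well | timing = overnight seeding, 90 min compound at 25 °C, 1 h detection | measured by = enzyme-fragment complementation luminescence | read-out = beta-arrestin recruitment to APJ as agonist activity, luminescent signal | control set = negative DMSO alone, positive Apelin-13 at 10 nM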
An asterisk follows results filed as active; . = not tested or not shown.

SMILES	Gli-Sufu block	CCR6 antagonist	UBC13 inh	EBI2 antag	ATG4B inh	APJ antag	CXCR6 inh	APJ agonist
O=C(Cc1nn[nH]n1)NCCC1=CCCCC1	1	4	-7	-8	3	7	-2	4
CCOc1cc(S(=O)(=O)NCCc2ccccc2C)c(OCC)cc1-n1cnnn1	4	8	3	11	-13	-13	8	-3
COCCCn1c(=O)/c(=C\c2ccccc2OC(C)C)s/c1=C(/C#N)C(=O)Nc1ccc(C(=O)O)cc1	-5	24	-27	-22	-20	2	-4	-1
O=C(Nc1cccc(S(=O)(=O)NC2=NCCC2)c1)c1cc(=O)[nH]c2ccccc12	-4	3	-2	-5	4	-19	-7	0
CC(C)(C)OC(=O)NNC1CC(=O)N(c2ccccc2F)C1=O (centres undefined)	5	13	3	-11	18	-4	-2	3
Oc1ccc(N2CCN(C(=S)NCc3ccccc3)CC2)cc1	36	-14	4	-9	4	-45	-10	3
CCOc1ccc(CCNC(=O)COC(=O)COc2ccc(C(C)=O)cc2)cc1OCC	6	2	-7	-4	-10	-57	0	2
COc1ccccc1-c1nnc2sc(COc3ccccc3)nn12	6	-3	-4	-8	-7	13	-1	1
O=C(c1ccsc1)N1CCCC(Nc2ccc(F)c(F)c2)C1 (centres undefined)	11	24	1	3	22	-12	-1	0
CCOc1ncccc1C(=O)N1CCN(c2ccc(C(F)(F)F)cn2)CC1	7	3	3	1	-6	-21	-6	-1
COCCN(C(=O)COC(=O)c1cccc2ccccc12)c1c(N)n(Cc2ccccc2)c(=O)[nH]c1=O	5	10	-1	-8	0	5	10	-5
CCOc1ccc(S(=O)(=O)N2CCCCC2)cc1NC(=O)C1CSC2(C)CCC(=O)N12 (centres undefined)	9	9	-2	6	-6	2	-4	2

Some entries already given, reduced to CXCR6 inh, Gli-Sufu block and APJ antag:
| Compound | CXCR6 inh | Gli-Sufu block | APJ antag |
| --- | --- | --- | --- |
| O=C(Cc1nn[nH]n1)NCCC1=CCCCC1 | -2 | 1 | 7 |
| CCOc1cc(S(=O)(=O)NCCc2ccccc2C)c(OCC)cc1-n1cnnn1 | 8 | 4 | -13 |

Continuation:
SMILES	Gli-Sufu block	CCR6 antagonist	UBC13 inh	EBI2 antag	ATG4B inh	APJ antag	CXCR6 inh	APJ agonist
COc1ccc(N2CCN(C(=O)C(C)(C)Oc3ccc(Cl)cc3)CC2)cc1	5	9	8	15	-5	4	4	-3
O=C(COc1ccc2ccc(=O)oc2c1)NCCCN1CCCC1=O	-11	12	1	-1	-4	-7	-4	-1
O=C(/C=C/c1ccc([N+](=O)[O-])cc1)NCCc1ccc(F)cc1	.	9	-1	15	7	4	-6	-1
O=C(Cc1ccc(NC(=O)C2CCN(C(=O)CCc3ccccc3)CC2)cc1)Nc1ccc(C(=O)N2CCOCC2)cc1	15	3	.	-2	-5	.	7	.
N#CC1=C(N)Oc2cc(N)ccc2C1c1ccc(F)cc1 (centres undefined)	3	4	-6	-2	-9	2	14	-2
CCn1c(SCC(N)=O)nnc1-c1ccco1	4	-1	10	-5	-1	-13	-1	-4
CC(=O)c1ccc(NC(=O)C2CCN(S(=O)(=O)c3cccc4nonc34)CC2)cc1	-4	1	6	4	0	5	-6	-1
CC(=O)c1ccc(OCCCC(=O)NCCc2ccc(C(F)(F)F)cc2)cc1	-18	11	3	17	-9	4	-5	0
COc1ccc(NC(=O)CN2CCN(c3ccccc3)CC2)cc1	0	9	-10	-5	-2	-20	-8	0
Cc1cc(C)cc(C(=O)OCC(=O)Nc2ncccn2)c1	1	0	2	-17	-4	9	-1	-3
CCc1c(C(=O)Nc2nnc(C3CC3)s2)csc1C	-28	-10	-8	-2	11	-5	13	-1
COc1cc(NS(=O)(=O)c2ccc(NC(=O)NC3CCCCC3)cc2)nc(OC)n1	-4	5	0	0	3	-3	-13	-5
O=C(O)c1ccccc1C(=O)Nc1ccccc1	1	-5	-2	8	-5	5	0	-2
CCCCCCCCn1ccc(=N)cc1	38	-10	5	-2	-3	36	1	7
COc1ccccc1CCNC(=O)c1cccc(NC(=O)CC2SC(N3CCCCC3)=NC2=O)c1 (centres undefined)	4	10	.	9	-12	.	2	.
CCOc1ccc(-n2cc(-c3ccccc3)c3c(SC(C)C(=O)OC)ncnc32)cc1 (centres undefined)	4	17	4	26	18	-3	6	-3
COc1ccc2c(C=O)c[nH]c2c1	3	-8	7	-1	-7	0	-2	1
CCOC(=O)COc1cc(N2C(=O)CSCC2=O)c(Cl)cc1Cl	-4	0	11	0	12	3	2	-5
C=CCn1c(SCC(=O)NCc2ccco2)nnc1-c1ccc2ccccc2n1	-13	11	0	6	-9	1	4	-1
Cn1ncc([N+](=O)[O-])c1C(=O)NCc1ccccc1	-56	1	2	-7	2	9	-6	-4
Nc1nonc1C(=O)NCCNc1ccc([N+](=O)[O-])cn1	2	8	-8	-5	-1	4	-2	-4
C/C(CS(=O)(=O)c1ccc(Cl)c(Cl)c1)=N/NC(N)=S	11	8	4	1	-14	1	-2	-3
COc1ccc(S(=O)(=O)NCc2csc(-c3cccnc3)n2)cc1	3	-4	4	-4	-3	-5	-4	-3
Fc1cc(F)cc(NC(=S)N2CCC(c3ccccc3)C2)c1 (centres undefined)	-15	3	4	0	0	-1	0	-3

Entries above containing an aryl thioether with sulfur outside any ring:
SMILES	Gli-Sufu block	CCR6 antagonist	UBC13 inh	EBI2 antag	ATG4B inh	APJ antag	CXCR6 inh	APJ agonist
CCn1c(SCC(N)=O)nnc1-c1ccco1	4	-1	10	-5	-1	-13	-1	-4
CCOc1ccc(-n2cc(-c3ccccc3)c3c(SC(C)C(=O)OC)ncnc32)cc1 (centres undefined)	4	17	4	26	18	-3	6	-3
C=CCn1c(SCC(=O)NCc2ccco2)nnc1-c1ccc2ccccc2n1	-13	11	0	6	-9	1	4	-1

Continuation.
SMILES	Gli-Sufu block	CCR6 antagonist	UBC13 inh	EBI2 antag	ATG4B inh	APJ antag	CXCR6 inh	APJ agonist
CN(C)S(=O)(=O)c1cccc(NC(=S)N/N=C/c2ccc(O)c(O)c2O)c1	9	7	.	-9	-3	.	-8	.
COc1ncccc1C(=O)NC1CCCc2c1cnn2-c1cc(C)cc(C)c1 (centres undefined)	5	-5	-1	19	17	4	-6	3
Cc1ccc(S(=O)(=O)CCC(=O)Nc2cc(Cl)ccc2-n2cncn2)cc1	2	5	-1	-2	-4	-26	-9	5
CCOC(=O)C1=C(N)OC2=C(C(=O)CCC2)C1c1cccnc1 (centres undefined)	1	-1	-1	-2	0	12	-2	0
CCC(C)(C)NC(=O)C(c1cccs1)N(C(=O)c1ccn[nH]1)c1cccc(OC)c1 (centres undefined)	-1	-5	9	2	-7	6	3	-3
Cc1cc(C(C)(C)C)c(O)c(C)c1CC1=NCCN1	10	5	-3	-5	4	24	7	-3
Cc1cc(Nc2ccccc2)nc2cc(O)ccc12	-8	12	28	-15	-9	-39	-8	-1
COc1ccc(N(C)S(=O)(=O)c2cccc(C(=O)NC3CCCCCC3)c2)cc1	7	22	14	9	-3	-24	7	-6
S=C(Nc1ccc(Oc2ccc(NC(=S)NC3CCCCC3)cc2)cc1)NC1CCCCC1	19	-7	-18	19	12	0	2	2
CC(C(=O)N1CCC(C(N)=O)CC1)N(c1ccc(Oc2ccccc2)cc1)S(C)(=O)=O (centres undefined)	6	3	14	0	-7	-25	-3	-4
O=S(=O)(NCc1ccc(F)cc1)c1ccc2c(c1)OCCO2	0	-4	-2	-9	-9	9	0	-4
CC(N=C1NC(C)(C)Cc2ccccc21)C(=O)O (centres undefined)	-4	13	0	-1	3	27	-2	-3
O=S(=O)(Nc1nc2ccccc2nc1NCCN1CCOCC1)c1cccc(Cl)c1	5	0	2	-2	-4	-3	-1	-1
CN(CC(=O)Nc1ccc(F)c(F)c1)S(=O)(=O)c1cccc2nsnc12	0	3	3	5	0	11	6	-1
Cc1ccc(OCC(=O)NCc2ccccn2)c(Br)c1	-32	7	1	2	-10	5	-3	12
O=C(NCc1ccccc1)c1ccc(Cl)cc1[N+](=O)[O-]	10	-5	-6	-7	-3	-18	-5	2
CN(C)S(=O)(=O)N1CCN(S(=O)(=O)c2ccc3ccccc3c2)CC1	3	13	-5	-21	-7	8	-2	0
CN(CCCNS(=O)(=O)c1cccc2cccnc12)Cc1ccccc1	10	7	2	-2	-6	-10	9	-1
Cc1cc(C)cc(C(=O)N(C)C2CCCN(Cc3ccccc3F)C2)c1 (centres undefined)	6	16	2	7	1	15	5	-1
COC(=O)c1sccc1NC(=O)Nc1ccc(OC)cc1	-7	6	-1	-2	-5	6	8	-4
Cc1ccc(N2C(=O)CC(N3CCN(C4CCc5ccccc5C4)CC3)C2=O)cc1 (centres undefined)	72*	7	-4	16	-4	11	-2	-4
COC(=O)CCC(=O)Nc1ccc(N=Nc2ccccc2)cc1	-24	34	-15	-2	10	21	10	-5
CN1CCN(C(=S)NC(CC(=O)c2ccccc2)c2ccccc2)CC1 (centres undefined)	9	8	0	9	3	12	-3	0
S=C(NCCCN1CCOCC1)N1CCOCC1	0	-1	5	0	-7	22	-2	-4
COc1cc(-c2ccc3oc(-c4ccsc4)cc3c2)cc(OC)c1OC	40	2	4	33	4	-35	-3	6
CN(Cc1ccccc1)C(=O)COC(=O)c1cc(=O)c2ccccc2o1	5	3	-1	5	-1	18	2	0
CC(NS(C)(=O)=O)C(c1cccs1)N1CCN(c2ccc(F)cc2)CC1 (centres undefined)	-5	-8	-4	3	-1	18	-6	-6
CC(C)(C)N=Cc1c(O)ccc2oc3c(c12)CCCC3	48	13	-11	-9	4	17	7	-4
CSc1ccc(N2C(=O)NC3(CCCCC3)C2=O)cc1	30	-4	0	5	-10	1	4	2
CCOC(=O)Cc1csc(NC(=S)NC(=O)c2ccc(F)cc2)n1	-11	21	-3	2	-3	28	13	-3
COc1ccc(N2CCN(C(=O)C3CCN(C(=O)c4cccc(Cl)c4)CC3)CC2)cc1	-5	8	0	-5	-15	1	-5	-2
CCN(CC)c1nc2n(c(=S)n1)CCS2	10	-8	2	-8	-18	5	-3	0
COc1cc(NC(=O)CSc2nc(C3CC3)nc3ccccc23)cc(OC)c1	-18	26	3	17	-9	14	-8	-3
CCOc1ccc(NC(=O)C(=S)NC2CCCCC2)cc1	-69	20	-10	11	-4	25	7	-5
O=C(c1cn(Cc2ccccc2)nc1-c1ccccc1)N1CCN(c2ccccn2)CC1	-6	16	14	0	-59	4	1	-4
C#CCOCCOCCOCCNc1nc(N2CCN(C(=O)[C@H](C(C)C)n3cc(CCO)nn3)CC2)nc(N2CCN(C(=O)[C@H](Cc3ccc(O)cc3)n3cc(CCO)nn3)CC2)n1	20	11	.	-16	-10	.	-5	.
COc1cccc(S(=O)(=O)NCc2ccc(C(=O)Nc3cccc(Cl)c3)cc2)c1	11	-5	5	23	-17	-25	-10	3
CC1COc2ccccc2N1S(=O)(=O)c1cc(Cl)ccc1Cl (centres undefined)	-19	20	7	13	6	4	4	-3
Clc1ccc(SCCCCN2CCNCC2)cc1	22	-1	1	-10	-9	-11	-5	-3
CCOC(=O)c1c(C)[nH]c(C)c1C(=O)COC(=O)c1ccc(Cl)c(S(=O)(=O)NCc2ccccc2)c1	7	23	-1	18	-11	1	3	1
Cc1ccc(CSCC(=O)NCc2ccco2)cc1	4	10	-15	-3	-2	-23	3	-7
COc1ccccc1NC(=O)CCc1nc2sc3c(c2c(=O)[nH]1)CCCC3	6	3	15	9	5	11	-1	-9
CCC(=O)N(Cc1cc(=O)[nH]c2ccccc12)c1ccccc1OC	5	11	2	-6	7	19	0	0
COc1ccc(OC)c(-c2csc(NC(=O)CSCc3c(C)noc3C)n2)c1	10	4	-1	11	-2	7	0	-1
Cc1nc(-c2ccc(S(=O)(=O)N3CCCN(CCc4ccccc4)CC3)s2)cs1	2	-1	11	3	3	7	-3	4
CN(CC1COc2ccccc2O1)C(=O)c1ccc(Cl)c(S(=O)(=O)N2CCCCCC2)c1 (centres undefined)	5	13	5	7	1	2	-2	-4
